Lipid storage S3: qHTS Assay for Lipid Storage Modulators in Drosophila S3 Cells; 320,000 compounds, 0.64% hits; Drosophila S3 cells, BODIPY lipid droplet fluorescence, 18-24 h; cells fed with added oleic acid; lipid storage change, negative = inhibition, % at the top dose, mostly 46.1 µM; hits show Potency in µM; AID 2685, 2010; active = well fitted inhibition curve with a large enough effect in the signal ratio, with a control signal flat, not every such curve was filed as active; inconclusive = small, poorly fitted or top-dose-only effect, or effect the other way, or a change in a side signal; the % refers to the signal ratio
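Drosophila S3 cells loaded with oleic acid (400 uM, as added) and compounds at several concentrations; lipid droplets imaged by 488-nm laser-scanning cytometry, 500–530 nm intensity and object ratio to cell channel. Percent activity normalized to 20 uM Triacsin C.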
Lipid storage S3 cell count max: further read-out of Lipid storage S3, marked with its call; cell number change, %; measured here: cell count max response;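 cells counted by Cell Tracker Red CMTPX staining in the red channel; peak over a dose series mostly up to 46.1 µM; percent activity relative to internal control wells on each plate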
Numbers without * were called inactive; i = inactive; ? = inconclusive; . = not tested or not shown. % is set by controls: 0 for no effect and ±100 for the full control effect; potency is the fitted concentration of half-maximal effect.

Sequence of screens: Lipid storage S3 | Lipid storage S3 cell count max
O=C1c2nc3cc(-c4ccco4)[nH]n3c(=O)c2CN1C1CCCCC1
 : ? | .
Nn1c(SCC(=O)NC2CCCCC2)nnc1-c1ccccc1F
 : -7% | -12
CC(C)OCCCNC(=S)NNC(=O)C(c1ccccc1)c1ccccc1
 : 12% | -2
COc1ccc(OC)c2sc(N(CCCN(C)C)C(=O)c3ccc(S(=O)(=O)N4CCc5ccccc5C4)cc3)nc12
 : ? | .
CCCCCC(=O)NNC(=O)c1c(O)c2ccccc2n(CC)c1=O
 : ? | .
O=C(NCCc1ccccc1)c1ccco1
 : -5% | -28
CCCCNC(=O)N(C)c1nncnc1C(=O)NC
 : ? | .
Fc1ccc(CSc2ncnc3c2oc2ccccc23)cc1
 : ? | .
CCOc1cc(/C=C2/C(=O)ON=C2C)ccc1OCc1ccccc1F
 : -26% | 1
CC(CCC(=O)O)C1CC[C@H]2C3CCC4CC(=O)CCC4(C)[C@H]3CC(=O)C12C (stereo not given in full)
 : 0% | -2
CCOc1ccccc1N(C(=O)Cn1nnnc1-c1ccc(C)o1)C(CC)C(=O)NC(C)(C)C (stereo not given)
 : ? | .
COc1ccc(CNC(=O)CN(C(=O)c2csnn2)c2cccc(C(C)=O)c2)cc1
 : ? | .
CCc1ccc2[nH]c(=O)c(CN(Cc3ccco3)C(=S)NCC3CCCO3)cc2c1 (stereo not given)
 : ? | .
CCc1ccc(CNCc2cccnc2)cc1
 : ? | .
Cc1ccc2cc(C)c(N3CCN(c4ccc(F)cc4)CC3)nc2c1
 : 15% | -3
COc1cccc(NC(=O)OCCN2CCN(Cc3ccccc3)CCC2=O)c1
 : 6% | 0
C=CCNC(=O)Nc1ccc(Cl)cn1
 : 6% | 17
Cc1[nH]c2ccccc2c1C(=O)CN1CCCC(C)C1 (stereo not given)
 : ? | .
CN(C)CCOc1ccc2c(c1)Sc1ccccc1CC2=O
 : 14% | 10
NC(N)=NC1=NC(=O)/C(=C/c2ccccc2-n2cccn2)S1
 : ? | .
Cc1c(C(=O)OCCOc2ccc(Br)cc2)sc(=S)n1C
 : 5% | .
CN(C)S(=O)(=O)Oc1ccsc1C(=O)Nc1ccc(C(F)(F)F)cc1
 : ? | .
COC(=O)COc1cccc2c(=O)n(CC(=O)NCc3ccc(F)cc3)ccc12
 : 0% | -1
CCN1CC(CN(C)Cc2nc(COc3ccccc3)no2)CC1=O (stereo not given)
 : 6% | 6
Cc1ccc(SCC(=O)Nc2ccc(S(=O)(=O)Nc3nccs3)cc2)cc1
 : 2% | 0
CCOC(=O)/C(C#N)=C/Nc1ccccc1NS(=O)(=O)c1cccc(C(C)=O)c1
 : ? | .
Cc1cc2c(N=O)c(NO)ccc2[nH]1
 : i | -12
CCN(CC(=O)Nc1ccc(OC)c(OC)c1)CC(=O)Nc1ccccc1C(F)(F)F
 : ? | .
Cc1nc(N2CCN(Cc3ccc(Cl)cc3)CC2)c2oc3ccccc3c2n1
 : -20% | -1
Cc1cccc(C(=O)NC2CCN(S(=O)(=O)c3ccccc3F)CC2)c1
 : ? | .
CC(C)c1ccc(NC(=O)COC(=O)/C=C/c2cccc([N+](=O)[O-])c2)cc1
 : ? | .
COc1cc(C(=O)N2CCN(c3cccc(C)c3C)CC2)cc(OC)c1OC
 : -8% | -15
Cc1ccc(N=C(NO)c2nonc2N)cc1
 : i | .
O=C(NCc1ccc2c(c1)OCO2)c1cccc(S(=O)(=O)N2CCCCC2)c1
 : 0% | -2
CCOP(=O)(OCC)c1nc(-c2ccc(Cl)cc2Cl)oc1N1CCOCC1
 : ? | .
COc1cc(C(=O)O)cc(Br)c1OC1CCCC1
 : ? | .
COc1ccccc1CN1C[C@@H]2C[C@@H](c3ccc(C)c(C)c3)N3CCC[C@@]23C1=O
 : 13% | 7
COc1ccc(Cc2nc(-c3ccc(Cl)cc3)no2)cc1
 : i | -14
CC(=O)Nc1ccc(OCC(O)CN2CCN(c3ccccc3Cl)CC2)cc1 (stereo not given)
 : 11% | 12
OCCCc1cn(-c2ccccc2)c2ccccc12
 : -9% | 3

Reformatted: entries from further up
canonical_smiles: CCOC(=O)/C(C#N)=C/Nc1ccccc1NS(=O)(=O)c1cccc(C(C)=O)c1
  Lipid storage S3: ? | Lipid storage S3 cell count max: .

canonical_smiles: Cc1cc2c(N=O)c(NO)ccc2[nH]1
  Lipid storage S3: i | Lipid storage S3 cell count max: -12

canonical_smiles: CCN(CC(=O)Nc1ccc(OC)c(OC)c1)CC(=O)Nc1ccccc1C(F)(F)F
  Lipid storage S3: ? | Lipid storage S3 cell count max: .

The list goes on:
Sequence of screens: Lipid storage S3 | Lipid storage S3 cell count max
CCN1C(=O)CC(C(=O)NCCc2ccc(S(N)(=O)=O)cc2)SC1=Nc1ccc(OC)cc1 (stereo not given)
 : ? | .
Cc1cccc(CN2C[C@]34C=C[C@@H](C[C@@H]3S2(=O)=O)O4)c1
 : -5% | 1
CC1(C)C(=O)OC(c2c3ccccc3cc3ccccc23)C(C)(C)C1=O (stereo not given)
 : ? | .
COc1ccc(/C=N/N=C2/NC(=O)CC(C(=O)O)S2)cc1 (stereo not given)
 : -11% | .
CCC(=O)N1CCCc2cc(S(=O)(=O)CCC(=O)Nc3ccccc3C)ccc21
 : i | 3
CCOC(=O)c1ccc(S(=O)(=O)N2CCC(C(=O)Nc3nnc(C)o3)CC2)cc1
 : ? | .
O=C(NNC(=S)NC(=O)c1cn(-c2ccccc2)nc1-c1ccccc1)c1ccncc1
 : ? | .
O=C(NCCCNC(=O)c1ccco1)c1ccco1
 : -1% | -16
CCN1CCN(Cc2nc3c(c(=O)n(C)c(=O)n3C)n2CCc2ccccc2)CC1
 : 0% | -1
COc1ccc2c(c1)OC[C@H]1[C@H]2N2C(=O)CN(Cc3ccco3)C(=O)[C@@]2(C)[C@H]1c1ccccc1
 : ? | .
CC(C)CCN(C(=O)C1=COCCO1)c1c(N)n(Cc2ccccc2)c(=O)[nH]c1=O
 : 12% | 11
CCSc1ccc(-c2nn(-c3ccccc3)cc2/C=C(/C#N)C(=O)NCCCOC)cc1
 : ? | .
C=CCn1c2ccccc2c2nnc(SCc3[nH]c(=O)[nH]c3C(=O)CCCCC(=O)OCC)nc21
 : ? | .
CCN(CC)CCn1c(=N)n(CC(O)c2ccc(OC)c(OC)c2)c2ccccc21 (stereo not given)
 : ? | .
CC(C)(C)c1ccc(OCCCC(=O)Nc2cccc(S(=O)(=O)N3CCOCC3)c2)cc1
 : ? | .
COC(=O)c1ccc(CNC(=O)COC(=O)CCC2CCCC2)cc1
 : ? | .
CCCCNC(=O)c1onc(CSc2cccc(C)c2)c1C(=O)O
 : ? | .
Cc1nnc(SCC(=O)Nc2ncc3c(n2)CC(c2ccccc2)CC3=O)s1 (stereo not given)
 : ? | .
O=C(c1ccc(Cl)cc1Cl)N1CCN(c2ccc(N3CCOCC3)nn2)CC1
 : ? | .
O=C(NC1CC1)C1CCN(C2CCN(C(=O)CCOc3ccccc3)CC2)CC1
 : ? | .
CCOC(=O)C1(Cc2cccc(Cl)c2)CCCN(C(=O)c2cc(C(C)C)nn2C)C1 (stereo not given)
 : i | -17
Cn1c(CSCCOc2ccccc2)n[nH]c1=S
 : 7% | -5
O=C(Cn1c(NCCCO)nc2ccccc21)c1cccc(Br)c1
 : ? | .
CCCCN(C(=O)CCC(=O)Nc1cc(C)on1)C(C(=O)NC(C)(C)CC)c1cccc(OC)c1OC (stereo not given)
 : ? | .
CC(C)N1CCC2(CC1)N=C(c1ccc3c(c1)OCO3)CC(c1cc(Cl)ccc1O)N2 (stereo not given)
 : ? | .
NS(=O)(=O)c1ccc(CCNc2cc(=O)n(Cc3ccc(F)cc3)c(=O)[nH]2)cc1
 : ? | .
O=C(c1cc(COc2ccc(F)c(F)c2)on1)N1CCN(C2CCCCC2)C(=O)C1
 : i | 24
O=C(c1ccccc1[N+](=O)[O-])N1CCCC(C(=O)N2CCCCCC2)C1 (stereo not given)
 : ? | .
CN(C)CCNC(=O)c1onc(CSc2ccc(F)cc2)c1C(=O)NCCN(C)C
 : -6% | 5
C[C@@H]1NC(=O)c2cc([N+](=O)[O-])cc(I)c2OCC[C@@H](C(N)=O)NC(=O)[C@H](CCC(=O)O)NC1=O
 : 0% | -8
Cc1nn2c3ccccc3nc2n(C)c1=O
 : 5% | 5
CCCCCN(C(=O)CCC(=O)OCc1ccccc1C(F)(F)F)c1c(N)n(CCCC)c(=O)[nH]c1=O
 : -21% | 1
CC(=O)CC(=O)Nc1ccccc1NC(C)=O
 : ? | .
CCc1ccc(OCCNC(=O)c2ccccc2SCc2ccc(F)cc2)cc1
 : -13% | 0
COc1ccc(CNC(=O)CN(c2ccc(C)cc2)S(=O)(=O)c2c(C)noc2C)cc1
 : ? | .
N#CCC(=O)Nc1ccc(C(=O)OCC(=O)c2ccc3c(c2)OCO3)cc1
 : ? | .
CCOC(=O)c1cnc(-n2nc(C)cc2C)nc1Nc1ccc2c(c1)OCO2
 : 13% | 11
CCOc1ccc(NC(=O)NC2CCCc3ccccc32)cc1 (stereo not given)
 : 1% | -16
CC1(C)CC(=O)C(N=Nc2cc3c(cc2[N+](=O)[O-])OCCO3)=C(O)C1
 : ? | .
COc1ccc(S(=O)(=O)N2CCN(C3CC4CCC3C4)CC2)cc1 (stereo not given)
 : ? | .
Cc1ccccc1OCCN1C(=O)c2ccccc2C1=O
 : 15% | -5
CC(C)CC(=O)N=C1SC2CS(=O)(=O)CC2N1Cc1ccccc1 (stereo not given)
 : ? | .
O=C(NC(n1ccc(=O)[nH]c1=O)C(Cl)(Cl)Cl)C12CC3CC(CC(C3)C1)C2 (stereo not given)
 : -9% | -1
Cc1cc([N+](=O)[O-])nn1CCCC(=O)NCc1ccccc1
 : ? | .
C=CCNC(=O)Nc1ccc(Br)cc1Cl
 : ? | .
COC(=O)c1cc(NS(=O)(=O)c2cccc(Cl)c2)ccc1N1CCOCC1
 : -7% | -13
CCC1CCC(C(=O)NC(C(=O)Nc2ccc3c(c2)OCCO3)C(C)C)CC1 (stereo not given)
 : 0% | -5
Cc1ccc(S(=O)(=O)NCc2ccc(C(=O)N3CCN(c4ccccc4)CC3)cc2)cc1
 : ? | .
Nc1ccc2oc(-c3cc(Br)ccc3Cl)nc2c1
 : ? | .
Cc1[nH]c2ccccc2c1C(=O)CN1CCN(C/C=C/c2ccccc2)CC1
 : ? | .
CC(=O)Nc1ccc(Oc2ccc3nc(C)[nH]c3c2)cc1
 : ? | .
CN(C)C(=O)CSc1nnc([C@H](Cc2c[nH]c3ccccc23)NC(=O)OC(C)(C)C)o1
 : 11% | 3
O=C(CCCN1C(=O)/C(=C/c2cccs2)SC1=S)Nc1ccc(O)c(C(=O)O)c1
 : ? | .
COc1ccc(C)cc1NC(=O)c1nnn(Cc2cc(C)ccc2C)c1N
 : ? | .
CC(=O)NC(Cc1ccc(C)cc1)C(=O)NC1CCN(C(=O)NCc2ccccc2)CC1 (stereo not given)
 : i | 13
O=[N+]([O-])c1nn(-c2ccc3c(c2)OCCO3)n(O)c1=NC1CCCC1
 : i | .
N#CCSc1ccccc1NC(=O)COc1ccc(-c2nnco2)cc1
 : -5% | 2
O=S(=O)(c1cc(Cl)ccc1Cl)N1CCN(Cc2ccco2)CC1
 : ? | .
CCn1nc(C)cc1C(=O)NC1CCCc2c1cnn2-c1ccc(C)c(C)c1 (stereo not given)
 : i | -9
O=C(O)Cc1cn(Cc2ccc(F)cc2)c2ccccc12
 : ? | .

Rewritten as labelled records: 4 of the compounds above.
CC(=O)NC(Cc1ccc(C)cc1)C(=O)NC1CCN(C(=O)NCc2ccccc2)CC1 (stereo not given)
- Lipid storage S3: i
- Lipid storage S3 cell count max: 13
Cc1ccc(S(=O)(=O)NCc2ccc(C(=O)N3CCN(c4ccccc4)CC3)cc2)cc1
- Lipid storage S3: ?
- Lipid storage S3 cell count max: .
O=[N+]([O-])c1nn(-c2ccc3c(c2)OCCO3)n(O)c1=NC1CCCC1
- Lipid storage S3: i
- Lipid storage S3 cell count max: .
Cc1[nH]c2ccccc2c1C(=O)CN1CCN(C/C=C/c2ccccc2)CC1
- Lipid storage S3: ?
- Lipid storage S3 cell count max: .

Following part.
Sequence of screens: Lipid storage S3 | Lipid storage S3 cell count max
Cc1ccnc(NS(=O)(=O)c2ccc(N=CC3=C(O)CC(C)(C)CC3=O)cc2)n1
 : ? | .
Cc1ccc(Nc2ncccc2C(N)=O)cc1[N+](=O)[O-]
 : ? | .
CCC(=O)c1ccc(OCC(=O)Nc2ccccc2N2CCCCC2)cc1
 : 7% | .
O=C(CN1CCN(c2ccccn2)CC1)Nc1cccc(Cl)c1Cl
 : i | 10
Cc1nn(-c2ccccc2)nc1C(=O)NN
 : ? | .
O=C(O)C1CCC(CNCc2ccccc2Cl)CC1 (stereo not given)
 : 3% | 23
O=C(COC(=O)CNC(=O)c1ccccc1Cl)Nc1ncc(C(F)(F)F)cc1Cl
 : ? | .
CCN=C1SC(CC(=O)Nc2ccc(N3CCOCC3)cc2)C(=O)N1CC (stereo not given)
 : 6% | 5
O=C(N/N=C/c1ccc(O)cc1)c1ccc(NC(=O)c2ccccc2Br)cc1
 : 0% | -9
COc1ccc(-c2nc3ccccc3o2)cc1NC(=O)c1ccc(Br)o1
 : ? | .
CC(C)CCCN1C(Nc2ccccc2)=NC[C@@H]1CC(C)C
 : ? | .

Screens: PubChem BioAssay, National Center for Advancing Translational Sciences (NCATS)

An excerpt (hit frequency here may not be typical).
